Screens: PubChem BioAssay, National Center for Advancing Translational Sciences (NCATS)
Sm TGR inh – qHTS Assay for the Inhibitors of Schistosoma Mansoni Peroxiredoxins | Schistosoma mansoni thioredoxin glutathione reductase (TGR), Q962Y6 | purified TGR, DTNB reduction, TNB absorbance 405 nm | Potency, µM (series often up to 114 µM), inactives show at the highest dose activity change, negative = inhibition, actives largely listed as inhibitors | 3% of 360,000 active; also: potency is read from the fitted curve at half-maximal effect; nearly all actives have a fitted effect of over 60% in size
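Kinetic colorimetric format: TGR-catalysed, NADPH-driven DTNB reduction monitored via TNB absorbance. Enzyme dispensed at 20 nM; compound exposure 15 min at room temperature before reaction start.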
HCV inh – qHTS Assay for Inhibitors of Hepatitis C Virus (HCV) | Huh7.5.1 HCVcc-Cre infection, luciferase reporter, 44 h | Potency, µM (doses to about 41.8 µM), for inactives: at the top dose activity change, negative = inhibition, actives largely listed as inhibitors | 3.4% of 340,000 active | AID 651820, 2012; also: potency is read from the fitted curve at half-maximal effect
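Cells seeded at 1,000/well and cultured 4 h, then compounds added followed by HCVcc-Cre virus (~0.5 moi). After 44 h further culture, luciferase substrate was added, plates held 15 min at room temperature, and luminescence read for 15 sec.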
AmpC no deterg – qHTS Inhibitors of AmpC Beta-Lactamase (assay without detergent); P00811; AmpC nitrocefin hydrolysis, absorbance 480 nm, 0.0001% Triton; Potency, µM (series often up to 57.1 µM), for inactives: at the top dose activity change, negative = inhibition, hits mostly inhibitors; 0.52% of 330,000 active; AID 485341, 2010;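 also: potency is read from the fitted curve at half-maximal effect; plate controls were no compound for no effect and no enzyme for full effect; nearly all actives have a fitted effect of over 20% in size; some results filed as inactive show a strong effect at the top dose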
Target sequence (P00811 whole entry, looked up): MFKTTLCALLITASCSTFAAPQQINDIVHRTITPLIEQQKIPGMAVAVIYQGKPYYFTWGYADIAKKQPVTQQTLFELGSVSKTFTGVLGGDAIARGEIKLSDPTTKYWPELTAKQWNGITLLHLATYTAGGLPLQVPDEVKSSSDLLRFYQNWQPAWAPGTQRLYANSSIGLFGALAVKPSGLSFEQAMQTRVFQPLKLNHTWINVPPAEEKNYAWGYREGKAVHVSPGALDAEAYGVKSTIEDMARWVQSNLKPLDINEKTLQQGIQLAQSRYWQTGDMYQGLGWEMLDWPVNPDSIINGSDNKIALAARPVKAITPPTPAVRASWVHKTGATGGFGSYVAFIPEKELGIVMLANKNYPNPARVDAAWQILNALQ
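AmpC (5.3 nM in the dispensed reagent) in 20 mM phosphate pH 7.0 with 0.01% (detergent screen) or 0.0001% Triton X-100 was preincubated with compounds for 15 min at room temperature. Nitrocefin was then added from an 800 uM solution, and hydrolysis was followed at 480 nm.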
FBPA Giardia inh – qHTS Assay for Inhibitors of Fructose-1,6-bisphosphate Aldolase from Giardia Lamblia; A8B2U2; purified Giardia FBPA; Potency, µM (highest dose often 59.6 µM), for inactives: at the highest dose activity, negative = inhibition, most hits filed as inhibitors; 0.71% of 290,000 active; AID 2451, 2010; also: potency is read from the fitted curve at half-maximal effect; nearly all actives have a fitted effect of over 55% in size
Target sequence (A8B2U2 whole entry, looked up): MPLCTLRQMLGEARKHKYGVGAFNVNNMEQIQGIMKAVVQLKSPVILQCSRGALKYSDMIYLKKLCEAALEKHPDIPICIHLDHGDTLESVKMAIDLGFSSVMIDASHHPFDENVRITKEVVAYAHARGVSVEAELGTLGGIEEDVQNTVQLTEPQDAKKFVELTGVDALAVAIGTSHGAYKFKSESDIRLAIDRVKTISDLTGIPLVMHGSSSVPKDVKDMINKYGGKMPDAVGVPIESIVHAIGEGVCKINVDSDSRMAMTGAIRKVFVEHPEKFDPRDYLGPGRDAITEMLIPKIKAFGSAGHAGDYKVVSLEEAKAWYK
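Giardia FBPA (40 nM reagent) was preincubated 10 min at RT with compound (up to 57.5 uM final), then substrate plus GAPDH/TPI/NAD/arsenate coupling system with diaphorase/resazurin was added; resorufin fluorescence (525/598 nm) was read after 20 min.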
AmpC detergent – qHTS Inhibitors of AmpC Beta-Lactamase (assay with detergent) | P00811 | AID 485294, 2010 | AmpC hydrolysis of nitrocefin, absorbance 480 nm, 0.01% Triton | Potency, µM (series often up to 114 µM), without a hit: at the highest dose activity change, negative = inhibition, most hits filed as inhibitors | 0.041% of 370,000 active;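 also: potency is read from the fitted curve at half-maximal effect; 0% = no-compound wells and -100% = no-enzyme wells; nearly all actives have a fitted effect of over 25% in size; some results filed as inactive show a strong effect at the top dose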
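AmpC (5.3 nM in the dispensed reagent) in 20 mM phosphate pH 7.0 with 0.01% (detergent screen) or 0.0001% Triton X-100 was preincubated with compounds for 15 min at room temperature. Nitrocefin was then added from an 800 uM solution, and hydrolysis was followed at 480 nm.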
HCMV inh – qHTS Assay for inhibitors of the human cytomegalovirus (HCMV); HFF cells, HCMV-luciferase reporter, 72 h; hits give low values; activity change, negative = inhibition, % at 57.5 µM; 4.5% of 410,000 active; AID 1259415, 2018; in the data active = activity change below about -60%; inconclusive = no clear call, values can overlap the other calls; inactive = above about -39%
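Two-dose cell screen: HFF monolayers treated with compounds and infected with luciferase-expressing HCMV at 1 PFU/cell, 72 h at 37C, then lysed for luciferase measurement.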
Active calls of the source: *; u = inconclusive; x = not tested or not shown; & = joins results of further samples; [ ] = remark or other dose. Unless noted, calls follow the shape of the dose curve; as a rule, active = well fitted curve in the direction sought with a large enough effect; inconclusive = small, poorly fitted or top-dose-only effect, or another doubt; inactive = no such curve, though single readings can be large; an effect the other way counts as inactive or inconclusive. Unless noted, % is scaled to controls: 0 for no effect and ±100 for the full control effect.

#1 CCc1ccccc1N1C(=O)N(Cc2cc(=O)n3ccccc3n2)c2ccccc2S1(=O)=O
#2 O=C(NCCN1CCOCC1)c1cc2cc(Br)ccc2oc1=O
#3 CCOC(=O)c1ccc(N2CSC3=C(C#N)C(c4cccs4)CC(=O)N3C2)cc1 (stereo not drawn)
#4 COc1ccc(CCNc2ccc(C(CC(N)=O)NC(=O)Cc3ccc(Br)cc3)cc2[N+](=O)[O-])cc1 (stereo not drawn)
#5 Cc1cccc(N2CCN(C(=O)c3ccc4c(c3)N(Cc3cccc(Cl)c3)C(=O)c3ccccc3S4(=O)=O)CC2)c1C
#6 COC(=O)c1cc(C(=O)OCC(=O)Nc2ccc(N3CCOCC3)cc2)cc([N+](=O)[O-])c1
#7 CC(C)c1ccc2[nH]c3c(c2c1)[C@@H]1CCN2C(=O)CCC[C@H](C3)[C@H]12
#8 COc1ccc(-c2noc(-c3ccccc3-c3ccccc3)n2)cc1

entry no.	1	2	3	4	5	6	7	8
Sm TGR inh	6%	13%	0%	-4%	4%	x	-25%	10%
HCV inh	x	8%	3%	10%	x	-27%	-24%	u
AmpC no deterg	x	-9%	-30%	-27%	x	-13%	126%[activator]	-14%
FBPA Giardia inh	x	2%	20µM*	-1%	x	x	-1%	1%
AmpC detergent	5%	u	-15%	5%	5%	x	u	-5%
HCMV inh	-18	-9	18	3	-35	16	6	-37

#9 O=C(CN1CCN(S(=O)(=O)/C=C/c2ccccc2)CC1)NCC(F)(F)F
#10 CC(C)(C)c1cc(NC(=O)Nc2ccc(Br)cc2Cl)no1
#11 O=C(Nc1cccc(-c2nc3ccccc3[nH]2)c1)c1cccc(NC(=O)c2ccco2)c1
#12 Cc1ccccc1NCc1cccn1-c1nnc(N2CCC(C)CC2)s1
#13 Cc1ccc2ncccc2c1NC(=S)NC(=O)c1ccccc1
#14 CC(=O)c1cc2c(cc1NC(=O)c1c(C)nn(-c3ccc(C)cc3)c1-n1cccc1)OCO2
#15 COc1ccc(-n2c(SCC(=O)Nc3cc(C)on3)nc3c([nH]c4ccccc43)c2=O)cc1OC
#16 COC(=O)c1nn(-c2ccccc2)c(-c2ccccc2)c1C(=O)c1ccccc1

entry no.	9	10	11	12	13	14	15	16
Sm TGR inh	1%	-7%	-16%	-1%	20µM*	50%[activator]	-3%	-6%
HCV inh	-17%	-27%	3.5µM*	x	-16%	x	x	7%
AmpC no deterg	31%	-28%[2.29 µM]	3.2µM*	x	-17%	x	97%[activator]	30%
FBPA Giardia inh	8%	-8%	4%	x	u	x	1%	0%
AmpC detergent	-12%	-1%	u	-1%	u	28%	u	1%
HCMV inh	-14	u	-102*	5	-39	u	16	41

Results in sequence from the list:
Nos. 9–16 in Sm TGR inh: 1%, -7%, -16%, -1%, 20µM*, 50%[activator], -3%, -6%
Nos. 9–16 in AmpC no deterg: 31%, -28%[2.29 µM], 3.2µM*, x, -17%, x, 97%[activator], 30%

The list continues.
#17 CC(=O)Nc1nonc1-c1nnc(SCC(=O)Nc2ccc(F)cc2F)n1-c1ccccc1
#18 CC1(C)Cc2c(sc3nc(=S)[nH]c(N)c23)CO1
#19 COc1ccc(C2Oc3ccccc3C3=C2C(c2cccs2)n2ncnc2N3)cc1 (stereo not drawn)
#20 COc1ccccc1-n1cc(-c2ccc(C)cc2)[nH]c1=S
#21 CC(=O)c1cc(CN2CCCCC2)cc(OC(C)C)c1
#22 O=C(c1ccc(=O)[nH]c1)N(Cc1ccco1)C1(C(=O)NC2CCCC2)CCCCC1
#23 CCOC(=O)N1CCC(NC(=O)c2oc3c(c2C)-c2[nH]ncc2CC3)CC1
#24 O=S(=O)(NCCN1CCCC1)c1cccc2cccnc12

entry no.	17	18	19	20	21	22	23	24
Sm TGR inh	1%	15%	-4%	-2%	-34%	-12%	6%	-8%
HCV inh	x	x	u	u	14%	11%	16%	7%
AmpC no deterg	x	4%	8%	-26%	-23%	11%	16%	-23%
FBPA Giardia inh	x	-9%	-10%	15%	-3%	-1%	u	-10%
AmpC detergent	0%	-1%	4%	u	-13%	1%	-9%	-8%
HCMV inh	-6	x	10	u	2	-4	13	37

#25 Cc1cccc(C)c1-n1ncc(C(=O)NCCN2CCOCC2)c1C1CCN(C(=O)OC(C)(C)C)CC1
#26 C=C(C)C1CC=C(C)/C(=N/NC(=O)COc2ccccc2C)C1 (stereo not drawn)
#27 CCN(CC)c1ccc(NC2CC(=O)N(CCc3ccc(OC)cc3)C2=O)cc1 (stereo not drawn)
#28 CCC(=O)c1ccc(OCC(=O)O)cc1
#29 O=C(O)CCCNC(=O)C(c1ccccc1)c1ccccc1
#30 CCN(CC)S(=O)(=O)c1ccc2c(c1)nc(SCc1nc3ccsc3c(=O)[nH]1)n2CC
#31 O=C(NCCc1ccccc1)c1ccc2c(c1)N(Cc1ccccc1)C(=O)c1ccccc1S2=O (stereo not drawn)
#32 C(=N\N1CCN(Cc2cccc3ccccc23)CC1)/c1ccco1

entry no.	25	26	27	28	29	30	31	32
Sm TGR inh	6%	-1%	10µM*	-2%	5%&-3%	-7%	3%	-1%
HCV inh	x	12%	1%	13%	15%&2%	u	x	-30%
AmpC no deterg	x	-19%	-26%	-16%	-10%&-20%	26%	x	3%
FBPA Giardia inh	x	1%	u	u	4%&4%	4%	x	1%
AmpC detergent	-1%	-13%	4%	-11%	-13%&-12%	-18%	-1%	-1%
HCMV inh	4	-15	-3	-14	-20&58	15	-31	13

#33 CC1CC(C)CN(S(=O)(=O)c2ccc(F)c(C(=O)Nc3ccc(Cl)cc3F)c2)C1 (stereo not drawn)
#34 Cc1ccc(S(=O)(=O)Nc2nc3cc(C)c(C)cc3[nH]2)cc1
#35 CCOc1ccc(NC(=S)NC(C)CCc2ccccc2)cc1 (stereo not drawn)
#36 CCOC(=O)CC(=O)CSc1nc2c(c(-c3cccs3)c1C#N)CCC2
#37 Cc1cccc(NC(=S)NNc2ncc(C(F)(F)F)cc2Cl)c1
#38 COc1ccc(CNC(=O)c2nn(C)c3c2CS(=O)(=O)c2ccccc2-3)cc1
#39 Cc1c(C=N)c(O)n(C)c(=O)c1C#N
#40 Cc1nnc(SCC(=O)NCc2cccc(F)c2)c2nn(-c3ccccc3)c(C)c12

entry no.	33	34	35	36	37	38	39	40
Sm TGR inh	-1%	x	0%	0%	-4%	2%&-4%	2%	-3%
HCV inh	u	-22%	1%	u	11µM*	-15%	3%	x
AmpC no deterg	-11%	-24%	-25%	-46%	-23%	-18%	-23%	x
FBPA Giardia inh	0%	0%	0%	10%	17%	3%	-13%	x
AmpC detergent	2%	-6%	4%	-8%	-14%	-12%&-1%	7%	-4%
HCMV inh	-31	-21	-30	-33	u	-23&-12	28	-61*

#41 COc1ccccc1CN1C[C@@H]2C[C@@H](c3[nH]c4ccc(C)cc4c3C)N3CCC[C@@]23C1=O
#42 Cc1c(NC(=O)C(C)OC(=O)CCOc2ccccc2)c(=O)n(-c2ccccc2)n1C (stereo not drawn)
#43 CCn1c(SCC(N)=O)nnc1-c1ccc(OC)c(OC)c1
#44 CC(=O)c1ccc(OC(C)C)c(CSC(=N)N)c1
#45 Cc1ccc(NC(=O)CN2C(=O)N/C(=C\c3cccnc3)C2=O)cc1
#46 O=C(c1ccccc1F)N1CCN(S(=O)(=O)c2ccc(S(=O)(=O)N3CCCCC3)cc2)CC1
#47 Cn1c(=O)n(C)c2cc(/C=N/NC(N)=S)ccc21
#48 Cn1c(N2CCNCC2)nc2ccccc21

entry no.	41	42	43	44	45	46	47	48
Sm TGR inh	x	-8%	0%	x	-1%	-25%	-11%	-17%
HCV inh	-14%	14%	12%	u	-28%	14%	15%	1%
AmpC no deterg	161%[activator]	-1%	-10%	-6%	-27%	-9%	-41%	-9%
FBPA Giardia inh	-4%	x	3%	-18%	7%	-4%	u	3%
AmpC detergent	-3%	u	u	6%	4%	-17%	2%	3%
HCMV inh	11	1	43	1	7	-8	23	-7

#49 COc1ccc(-c2cc(C(=O)Nc3ccc(S(=O)(=O)Nc4onc(C)c4C)cc3)c3ccccc3n2)cc1
#50 Cc1cccc(C)c1NC(=O)COC(=O)CCc1ccc(S(=O)(=O)N2CCCCC2)cc1
#51 COc1ccc(NC(=O)C2CCCN(S(=O)(=O)c3ccccc3)C2)c(OC)c1 (stereo not drawn)
#52 O=C(NCc1ccc2c(c1)OCO2)c1nc(S(=O)(=O)Cc2ccccc2)ncc1Cl

entry no.	49	50	51	52
Sm TGR inh	-8%	-5%	-2%	3.2µM*
HCV inh	35%[activator]	37%[activator]	u	u
AmpC no deterg	-33%	17%	15%	-14%
FBPA Giardia inh	-12%	5%	-6%	x
AmpC detergent	1%	-4%	u	3%
HCMV inh	28	1	-9	-103*

Arranged by number of heavy atoms (largest number first): some entries from above
#25 Cc1cccc(C)c1-n1ncc(C(=O)NCCN2CCOCC2)c1C1CCN(C(=O)OC(C)(C)C)CC1
#46 O=C(c1ccccc1F)N1CCN(S(=O)(=O)c2ccc(S(=O)(=O)N3CCCCC3)cc2)CC1
#30 CCN(CC)S(=O)(=O)c1ccc2c(c1)nc(SCc1nc3ccsc3c(=O)[nH]1)n2CC
#40 Cc1nnc(SCC(=O)NCc2cccc(F)c2)c2nn(-c3ccccc3)c(C)c12
#33 CC1CC(C)CN(S(=O)(=O)c2ccc(F)c(C(=O)Nc3ccc(Cl)cc3F)c2)C1 (stereo not drawn)
#38 COc1ccc(CNC(=O)c2nn(C)c3c2CS(=O)(=O)c2ccccc2-3)cc1
#9 O=C(CN1CCN(S(=O)(=O)/C=C/c2ccccc2)CC1)NCC(F)(F)F
#7 CC(C)c1ccc2[nH]c3c(c2c1)[C@@H]1CCN2C(=O)CCC[C@H](C3)[C@H]12
#2 O=C(NCCN1CCOCC1)c1cc2cc(Br)ccc2oc1=O
#34 Cc1ccc(S(=O)(=O)Nc2nc3cc(C)c(C)cc3[nH]2)cc1

entry no.	25	46	30	40	33	38	9	7	2	34
Sm TGR inh	6%	-25%	-7%	-3%	-1%	2%&-4%	1%	-25%	13%	x
HCV inh	x	14%	u	x	u	-15%	-17%	-24%	8%	-22%
AmpC no deterg	x	-9%	26%	x	-11%	-18%	31%	126%[activator]	-9%	-24%
FBPA Giardia inh	x	-4%	4%	x	0%	3%	8%	-1%	2%	0%
AmpC detergent	-1%	-17%	-18%	-4%	2%	-12%&-1%	-12%	u	u	-6%
HCMV inh	4	-8	15	-61*	-31	-23&-12	-14	6	-9	-21

#10 CC(C)(C)c1cc(NC(=O)Nc2ccc(Br)cc2Cl)no1
#21 CC(=O)c1cc(CN2CCCCC2)cc(OC(C)C)c1

entry no.	10	21
Sm TGR inh	-7%	-34%
HCV inh	-27%	14%
AmpC no deterg	-28%[2.29 µM]	-23%
FBPA Giardia inh	-8%	-3%
AmpC detergent	-1%	-13%
HCMV inh	u	2
